Source: PubChem BioAssay (The Scripps Research Institute Molecular Screening Center)
PP5 inh: inhibitors of human protein phosphatase 5 (PP5). P53041. purified PP5c, OMFP substrate fluorescence. inhibition, % at 6.7 µM. hit rate 0.18% among 320,000;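 active = inhibition above the campaign's mean inhibition across all tested compounds plus 3 SD, cut at about 9.5% in these data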;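 note: 0% = DMSO only and 100% = 100 µM cantharidin control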
proCasp3 act: procaspase-3 (human) activation | recombinant procaspase-3 D3A, Ac-DEVD-pNA absorbance 405 nm | activation, % at 8.5 µM | hit rate 0.11% among 330,000 | AID 463141;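 active = activation above the mean of all tested compounds plus 3 SD, cut at about 21% in these data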;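 note: 0% = DMSO alone and 100% = DMSO wells spiked with extra 5 µM PC-3 D3A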
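Technique: 405 nm absorbance of p-nitroaniline, reads at 0 and 120 min; Test system: Procaspase-3 D3A mutant; Incubation: 1 h enzyme-compound preincubation, then 2 h substrate reaction, 25 °C; Repeats: singlicate, each compound tested once; Benchmarks: low control DMSO wells, high control DMSO plus 5 µM PC-3 D3A.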
AHR act: activators of human aryl hydrocarbon receptor | P35869 | AHR-responsive luciferase reporter cells, luminescence | activation, % at 5 µM | hit rate 2.5% among 320,000; in the data active = activation above about 47%;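 note: 0% = vehicle wells and 100% = reference agonist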
Target sequence (P35869 whole entry, looked up): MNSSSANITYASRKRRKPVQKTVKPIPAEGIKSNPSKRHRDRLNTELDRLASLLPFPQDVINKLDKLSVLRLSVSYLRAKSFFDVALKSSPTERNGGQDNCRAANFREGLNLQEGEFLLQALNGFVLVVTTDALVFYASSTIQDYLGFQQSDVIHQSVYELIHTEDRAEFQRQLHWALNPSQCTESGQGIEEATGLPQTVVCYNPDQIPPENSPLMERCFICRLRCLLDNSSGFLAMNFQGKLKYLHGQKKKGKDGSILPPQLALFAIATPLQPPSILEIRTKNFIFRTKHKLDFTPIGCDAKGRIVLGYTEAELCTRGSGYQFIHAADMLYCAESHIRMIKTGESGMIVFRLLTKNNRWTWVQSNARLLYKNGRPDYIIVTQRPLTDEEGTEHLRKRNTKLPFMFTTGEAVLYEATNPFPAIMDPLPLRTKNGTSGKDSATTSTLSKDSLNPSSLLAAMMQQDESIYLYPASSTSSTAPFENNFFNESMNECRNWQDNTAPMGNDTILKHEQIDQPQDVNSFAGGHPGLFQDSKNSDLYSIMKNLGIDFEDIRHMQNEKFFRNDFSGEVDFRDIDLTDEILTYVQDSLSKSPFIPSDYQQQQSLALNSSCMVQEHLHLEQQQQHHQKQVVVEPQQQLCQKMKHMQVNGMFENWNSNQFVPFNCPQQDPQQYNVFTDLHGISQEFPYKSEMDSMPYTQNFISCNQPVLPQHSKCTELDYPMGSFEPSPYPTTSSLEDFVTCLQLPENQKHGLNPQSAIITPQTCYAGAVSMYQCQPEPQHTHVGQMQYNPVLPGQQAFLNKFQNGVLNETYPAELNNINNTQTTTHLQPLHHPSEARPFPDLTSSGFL
CTSL1 counter: blocks F. hepatica cathepsin L1 in PFM18AAP counter-screen. recombinant F. hepatica cathepsin L1, Z-Leu-Arg-MCA fluorescence. hit rate 0.49% among 300,000. inhibition, % at 5.96 µM;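 active = inhibition above the mean of all tested compounds plus 3 SD, set per screening campaign, cut at about 17% in these data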;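 note: 0% = plate median of test compound wells and 100% = 1 µM Z-Phe-Ala-diazomethylketone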
TPT1 inhibitor: inhibitors of Candida albicans tRNA 2'-phosphotransferase TPT1. recombinant caTPT1, FP RNA substrate dephosphorylation. AID 1962. hit rate 0.81% among 300,000. inhibition, % at 5 µM;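 active = inhibition above the mean of all tested compounds plus 3 SD, set per screening campaign, cut at about 24% in these data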;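 note: plate controls were DMSO alone for no effect and ferristatin control at 100 nM for full effect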
core dimer inh: HCV core protein dimerization inhibition; inhibition, % at 5 µM; AID 1899; hit rate 0.33% among 300,000; TR-FRET GST/Flag-core106 dimerization, 1536-well;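 active = inhibition above the mean of all tested compounds plus 3 SD, set per screening campaign, cut at about 45% in these data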
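System: GST-tagged and Flag-tagged HCV core protein residues 1-106 / Input: core106 proteins, GST 13.5 nM and Flag 17 nM / Buffer or medium: KF-containing HEPES buffer, pH 7.45, DTT, CHAPS, BSA / Probe or stimulus: Eu-anti-GST and XL665-anti-Flag labelled anti-tag antibodies / Schedule: 4 h, 22.5 °C incubation / Technique: TR-FRET 671 and 617 nm emission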
PAFAH2 FP inh: inhibitors of human PAFAH2; Q99487; AID 492956; hit rate 0.99% among 340,000; recombinant PAFAH2, FP-rhodamine activity probe, fluorescence polarization; inhibition, % at 3.39 µM;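 active = inhibition above the mean over all tested compounds plus 3 SD, cut at about 30% in these data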;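 note: inhibitors block probe labeling of enzyme so polarization drops; 0% = enzyme with DMSO and 100% = wells lacking PAFAH2 protein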
procasp7 counter: counter-screen: procaspase-7 (human) activation; recombinant procaspase-7, Ac-DEVD-pNA absorbance 405 nm; D23A/D198A/D206A triple mutant, cannot self-cleave; scale: DMSO 0, 5 µM enzyme 100; hit rate 0.093% among 330,000; activation, % at 8.5 µM;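 active = percent activation above the screen-wide mean plus 3 SD, cut at about 25% in these data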
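System: Procaspase-7 triple mutant (PC-7 D3A); measure: % activation from two-timepoint absorbance difference, scaled to controls; times: 1 h compound preincubation, 2 h substrate cleavage, 25 °C; also added: Ac-DEVD-pNA substrate, 400 µM as added; measured by: Epi-absorbance of released pNA at 405 nm, two timepoints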
PP1 inh: PP1-alpha (human) inhibition in PP5 counter-screen; AID 2235; inhibition, % at 6.7 µM; P62136; purified PP1alpha, OMFP fluorescence; hit rate 0.9% among 320,000;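 active = inhibition above the mean inhibition of all tested compounds plus 3 SD, computed separately for each screening campaign, cut at about 15% in these data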
* marks the source's active call; other numbers are inactive results.

`COc1cccc(CNC(=O)CCCCCNC(=O)N2CCn3c2nc2ccccc23)c1` gave PP5 inh -0.6, proCasp3 act 8, AHR act 1, CTSL1 counter -4, TPT1 inhibitor 0, core dimer inh -3, PAFAH2 FP inh -4, procasp7 counter 0 and PP1 inh -1.
`[O-][N+]1=C(c2cccs2)CN(O)C1` gave PP5 inh -1.3, proCasp3 act 8, AHR act -1, CTSL1 counter 8, TPT1 inhibitor -1, core dimer inh -2, PAFAH2 FP inh -10, procasp7 counter 4 and PP1 inh 1.
For Cc1ccc(NC(=O)CSc2n[nH]c(N)n2)cc1S(=O)(=O)N1CCOCC1 the results were PP5 inh -2.1, proCasp3 act 0, AHR act 3, CTSL1 counter 0, TPT1 inhibitor 1, core dimer inh -1, PAFAH2 FP inh 3, procasp7 counter -6 and PP1 inh -2.
Screening Cc1nc2cc(N)ccc2n1C1CCCCC1 returned PP5 inh 0.7, proCasp3 act -10, AHR act 4, CTSL1 counter 2, TPT1 inhibitor 0, core dimer inh -14, PAFAH2 FP inh 7, procasp7 counter 1 and PP1 inh -4.
`O=C(O)c1cnn2c1NC(c1cccs1)CC2C(F)(F)F` (stereo not drawn) gave PP5 inh -0.4, proCasp3 act 11, AHR act -2, CTSL1 counter -3, TPT1 inhibitor -2, core dimer inh 2, PAFAH2 FP inh 4, procasp7 counter 2 and PP1 inh -3.
CC(C)NC(=O)CN1CCN(C(=O)c2ccc3oc(CCCc4ccccc4)nc3c2)CC1 was read as PP5 inh 1.7, proCasp3 act -2, AHR act 5, CTSL1 counter 3, TPT1 inhibitor -7, core dimer inh 13, PAFAH2 FP inh -3, procasp7 counter 2 and PP1 inh -10.
COc1ccc(NC(=S)N(CCN2CCOCC2)Cc2cc3cc4c(cc3[nH]c2=O)OCCO4)cc1 was read as PP5 inh 1.5, proCasp3 act -21, AHR act 13, CTSL1 counter 11, TPT1 inhibitor 0, core dimer inh -3, PAFAH2 FP inh 6, procasp7 counter -32 and PP1 inh 1.
Screening O=C(CNS(=O)(=O)c1ccccc1)OCC(=O)c1ccccc1Cl returned PP5 inh 2.1, proCasp3 act -2, AHR act 1, CTSL1 counter -30, TPT1 inhibitor 1, core dimer inh -5, PAFAH2 FP inh 2, procasp7 counter -1 and PP1 inh -11.
`CS(=O)(=O)N(CC(=O)NCCSc1ccccn1)c1ccc(F)cc1` gave PP5 inh -0.1, proCasp3 act -4, AHR act -1, CTSL1 counter 2, TPT1 inhibitor -1, core dimer inh -3, PAFAH2 FP inh -3, procasp7 counter 6 and PP1 inh 2.
Screening COc1ccccc1-n1c(SCC(=O)NC2CC2)nc2ccccc2c1=O returned PP5 inh -2.1, proCasp3 act 12, AHR act 1, PAFAH2 FP inh -4, procasp7 counter 5 and PP1 inh -2.
Cc1ccc(OCCN2C(=O)CSC2=O)cc1 was read as PP5 inh 1.7, proCasp3 act -3, AHR act -5, CTSL1 counter -3, TPT1 inhibitor 1, core dimer inh -2, PAFAH2 FP inh 6, procasp7 counter -6 and PP1 inh -7.
`CNC[C@H]1Oc2c(NC(=O)c3ccc(-c4nccs4)cc3)cccc2C(=O)N([C@@H](C)CO)C[C@@H]1C` gave proCasp3 act 2, AHR act 5, PAFAH2 FP inh 5 and procasp7 counter 3.

Quoted at random: 3 compounds from above.
`CS(=O)(=O)N(CC(=O)NCCSc1ccccn1)c1ccc(F)cc1` gave PP5 inh -0.1, proCasp3 act -4, AHR act -1, CTSL1 counter 2, TPT1 inhibitor -1, core dimer inh -3, PAFAH2 FP inh -3, procasp7 counter 6 and PP1 inh 2.
Screening Cc1nc2cc(N)ccc2n1C1CCCCC1 returned PP5 inh 0.7, proCasp3 act -10, AHR act 4, CTSL1 counter 2, TPT1 inhibitor 0, core dimer inh -14, PAFAH2 FP inh 7, procasp7 counter 1 and PP1 inh -4.
CC(C)NC(=O)CN1CCN(C(=O)c2ccc3oc(CCCc4ccccc4)nc3c2)CC1 was read as PP5 inh 1.7, proCasp3 act -2, AHR act 5, CTSL1 counter 3, TPT1 inhibitor -7, core dimer inh 13, PAFAH2 FP inh -3, procasp7 counter 2 and PP1 inh -10.

Additional results follow.
`Cc1[nH]ccc(=O)c1OCc1c(Cl)cccc1Cl` gave PP5 inh 1.0, proCasp3 act 6, AHR act 3, CTSL1 counter -1, TPT1 inhibitor -1, core dimer inh -10, PAFAH2 FP inh 5, procasp7 counter 10 and PP1 inh -3.
For O=C(Nc1nc(-c2ccc3ccccc3c2)cs1)C1CCN(S(=O)(=O)c2cccs2)CC1 the results were PP5 inh 4.8, proCasp3 act 11, AHR act 1, CTSL1 counter -8, TPT1 inhibitor -1, core dimer inh 16, PAFAH2 FP inh -9, procasp7 counter 8 and PP1 inh -1.
`COC(=O)c1[nH]c2c(c1C)C(=O)CC(c1cc(OC)c(OC)c(OC)c1)C2` (stereo not drawn) gave PP5 inh -0.4, proCasp3 act 0, AHR act 2, CTSL1 counter -4, TPT1 inhibitor -3, core dimer inh -1, PAFAH2 FP inh -1, procasp7 counter -5 and PP1 inh 0.
Screening Cn1nc(C(F)(F)F)c(-c2ccccc2)c1NC(=O)CSCC(=O)O returned PP5 inh 1.5, proCasp3 act 9, AHR act 1, CTSL1 counter -3, TPT1 inhibitor -1, core dimer inh 2, PAFAH2 FP inh 3, procasp7 counter -4 and PP1 inh -3.
`C=CCNC(=S)Nc1sc2c(c1C(=O)OCC)CC(C(C)C)OC2` (stereo not drawn) gave PP5 inh 2.5, proCasp3 act -2, AHR act 3, CTSL1 counter 0, TPT1 inhibitor -2, core dimer inh 2, PAFAH2 FP inh 7, procasp7 counter -5 and PP1 inh -5.
For COc1ccc(NC(=O)n2ncc3c(C)cccc32)cc1OC the results were PP5 inh 4.3, proCasp3 act -21, AHR act -7, CTSL1 counter 1, TPT1 inhibitor -3, core dimer inh -6, PAFAH2 FP inh -2, procasp7 counter -41 and PP1 inh -1.
Screening O=C(Nc1cccc(-c2ccc(N3CCCCC3)nn2)c1)c1ccco1 returned PP5 inh 3.0, proCasp3 act -3, AHR act -10, CTSL1 counter 2, TPT1 inhibitor -1, core dimer inh 0, PAFAH2 FP inh 3, procasp7 counter 5 and PP1 inh 0.
Screening CC(C)c1nc(CNC(=O)c2ccc(OC3CCN(Cc4ccccn4)CC3)cc2)cs1 returned PP5 inh 1.3, proCasp3 act -3, AHR act 1, CTSL1 counter -6, TPT1 inhibitor 0, core dimer inh 3, PAFAH2 FP inh 6, procasp7 counter 7 and PP1 inh -3.
`O=[N+]([O-])c1cc2c(c(CSc3nnnn3-c3ccc(O)cc3)c1)OCOC2` gave PP5 inh 1.9, proCasp3 act 8, AHR act 1, CTSL1 counter -3, TPT1 inhibitor -2, core dimer inh 3, PAFAH2 FP inh 2, procasp7 counter 6 and PP1 inh 0.
Cc1c(Cl)c([N+](=O)[O-])nn1Cc1ccc(C(=O)N/N=C\c2cccc(Br)c2)o1 was read as PP5 inh 6.6, proCasp3 act -3, AHR act 55*, CTSL1 counter -2, TPT1 inhibitor 2, core dimer inh 14, PAFAH2 FP inh -21, procasp7 counter -1 and PP1 inh 3.
For O=S(=O)(c1ccc(NCCOc2ccccc2)nc1)N1CCCC1 the results were PP5 inh 0.8, proCasp3 act -4, AHR act 0, PAFAH2 FP inh 1, procasp7 counter -7 and PP1 inh -2.
For O=C(COC(=O)Cc1n[nH]c(=O)c2ccccc12)Nc1ncc(Cl)cc1Cl the results were PP5 inh 1.6, proCasp3 act -3, AHR act 16, PAFAH2 FP inh 9, procasp7 counter 4 and PP1 inh -1.
Screening Cc1c(C)c2cc(Cl)c(OCc3nn[nH]n3)cc2oc1=O returned PP5 inh -2.0, proCasp3 act 3, AHR act 1, CTSL1 counter 3, TPT1 inhibitor 2, core dimer inh -2, PAFAH2 FP inh -3, procasp7 counter 5 and PP1 inh -2.
For O=C(Cn1c(=O)c2sccc2n(Cc2cccc([N+](=O)[O-])c2)c1=O)NCCc1ccccc1 the results were PP5 inh -4.0, proCasp3 act -2, AHR act 4, CTSL1 counter 5, TPT1 inhibitor 1, core dimer inh 2, PAFAH2 FP inh 1, procasp7 counter 2 and PP1 inh -2.
`Cc1ccc(S(=O)(=O)N(Cc2ccc(Cl)cc2)c2ccccc2C(=O)O)cc1` gave PP5 inh 1.6, proCasp3 act -7, AHR act 1, CTSL1 counter 10, TPT1 inhibitor -4, core dimer inh 3, PAFAH2 FP inh 0, procasp7 counter 1 and PP1 inh -5.
CC(C)c1nnc(SCC(=O)NCc2ccc3c(c2)OCO3)n1C was read as PP5 inh -1.8, proCasp3 act 7, AHR act 1, CTSL1 counter 4, TPT1 inhibitor -5, core dimer inh -9, PAFAH2 FP inh 2, procasp7 counter 2 and PP1 inh -4.
`CCN(CC(=O)Nc1cc(Cl)ccc1C)C(=O)c1nc2nc(C)cc(C)n2n1` gave PP5 inh 2.3, proCasp3 act 6, AHR act 4, PAFAH2 FP inh -5, procasp7 counter -3 and PP1 inh -3.
Screening CCc1nc(N)nc(N)c1-c1ccc(Cl)cc1 returned PP5 inh 1.5, proCasp3 act 10, AHR act -3, CTSL1 counter -4, TPT1 inhibitor -1, core dimer inh -8, PAFAH2 FP inh 7, procasp7 counter 10 and PP1 inh -3.
Screening Cn1c(CSc2ncccn2)nnc1SCC(=O)N1CCCCCC1 returned PP5 inh -0.2, proCasp3 act -6, AHR act -2, CTSL1 counter -2, TPT1 inhibitor 1, core dimer inh -3, PAFAH2 FP inh -4, procasp7 counter 0 and PP1 inh -2.
`COc1cc(CSc2nc(-c3ccccc3)cc(=O)[nH]2)cc(OC)c1` gave PP5 inh -1.1, proCasp3 act -2, AHR act 10, CTSL1 counter 2, TPT1 inhibitor -3, core dimer inh 14, PAFAH2 FP inh 4, procasp7 counter 1 and PP1 inh 3.
`Cc1ccccc1C1CCCN(C(=O)c2cc(COc3c(F)cccc3F)on2)C1` (stereo not drawn) gave PP5 inh 4.6, proCasp3 act 5, AHR act 2, CTSL1 counter 2, TPT1 inhibitor -2, core dimer inh 7, PAFAH2 FP inh 4, procasp7 counter 10 and PP1 inh 5.
